Assay outcomes deposited in PubChem by National Center for Advancing Translational Sciences (NCATS).
TexasRed fluor: Texas Red fluorescence interference in TRb-SRC2 counter-screen. TRb/SRC2 Texas Red total fluorescence interference. Potency, µM (titrated, usually from 106 µM), without a hit: top-dose fluorescence change, negative = quenching. 280,000 tested, 0.29% active. AID 1479; active = well fitted curve in either direction with a large enough effect; inconclusive = small, poorly fitted or top-dose-only effect; note: potency is the fitted concentration of half-maximal effect; % is set by controls: 0 for no effect and ±100 for the full control effect
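Human TRβ ligand-binding domain (0.6 uM) and Texas Red SRC2 peptide (20 nM) in Tris buffer with 1 uM T3 and 5% DMSO were incubated with pinned compound for 5 hr at ambient temperature. Total fluorescence was computed as S + 2P (555/632 nm).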
Tau fibril FP: inhibitors of human tau fibril formation. P10636. K18 P301L tau heparin fibrillization, Alexa594 FP, 6 h. Potency, µM (highest dose often 57.7 µM), inactives show top-dose activity, negative = inhibition, hits mostly inhibitors. 280,000 tested, 0.39% active. AID 1468; note: potency is the fitted concentration of half-maximal effect; % is set by controls: 0 for no effect and ±100 for the full control effect; nearly all actives have a fitted effect of over 55% in size
Target sequence (P10636 561-689 P618L limits assumed): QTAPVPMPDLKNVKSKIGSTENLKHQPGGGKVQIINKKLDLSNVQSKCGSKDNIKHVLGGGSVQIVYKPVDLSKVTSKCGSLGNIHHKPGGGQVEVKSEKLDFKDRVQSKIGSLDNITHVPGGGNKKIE
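Human tau K18 […] P301L fragment, 15 uM unlabeled plus 0.24 uM Alexa 594-labeled tau (final), with compound and 20 uM heparin in 100 mM sodium acetate pH 7; 6 hr at 37 C, then Alexa 594 FP read.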
NPSR antagonist: neuropeptide S receptor (human) antagonism, cAMP | CHO-NPSR cells, cAMP TR-FRET, antagonist mode | Potency, µM (doses to about 38.3 µM), inactives show top-dose activity change, negative = inhibition, hits mostly inhibitors | 220,000 tested, 1% active | AID 1461; note: potency is the fitted concentration of half-maximal effect; % is set by controls: 0 for no effect and ±100 for the full control effect; nearly all actives have a fitted effect of over 50% in size; many of its hits are not listed in these tables
Target sequence (Q6W5P4 whole entry, looked up): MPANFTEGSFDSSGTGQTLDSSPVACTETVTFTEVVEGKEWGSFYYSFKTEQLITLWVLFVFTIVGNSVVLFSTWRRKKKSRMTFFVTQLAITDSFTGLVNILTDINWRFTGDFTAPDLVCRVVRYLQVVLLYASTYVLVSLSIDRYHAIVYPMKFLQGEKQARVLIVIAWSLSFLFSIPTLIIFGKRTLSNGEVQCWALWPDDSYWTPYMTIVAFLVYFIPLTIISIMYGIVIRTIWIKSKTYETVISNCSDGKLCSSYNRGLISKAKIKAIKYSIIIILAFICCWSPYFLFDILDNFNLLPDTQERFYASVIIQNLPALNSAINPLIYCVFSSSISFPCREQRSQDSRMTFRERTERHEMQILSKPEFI
GLA spleen mod: alpha-galactosidase A (human) modulation; P06280; human spleen homogenate, 4MU-alpha-Gal fluorescence, 40 min; Potency, µM (top dose mostly 80 µM), for the others: at the top dose activity change, negative = inhibition, actives largely listed as inhibitors; 240,000 tested, 0.008% active; AID 2107;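 note: potency is the fitted concentration of half-maximal effect; 0% = enzyme with vehicle and -100% = no enzyme basal signal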
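Human spleen homogenate (1 ug) was the enzyme source, with 4-methylumbelliferyl-alpha-D-galactopyranoside (1 mM final) in pH 5.0 citrate buffer with 0.01% Tween-20. Compounds were titrated; after 40 min at 37C, NaOH/glycine stop, 4-MU fluorescence read; AC50 from Hill fits.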
Epigenetic reg: derepresses silenced GFP reporter in murine cells; murine LDR cells, GFP reporter derepression, 30 h; Potency, µM (top dose mostly 53.9 µM), for the others: top-dose GFP activation, most hits filed as activators; 280,000 tested, 0.2% active; note: potency is the fitted concentration of half-maximal effect; % of control where 0% means no effect; nearly all actives have a fitted effect of over 60% in size
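Reporter derepression read as number of fluorescent GFP-positive objects, 20-120 um in size, counted by laser-scanning cytometer. Mouse LDR line with an epigenetically silenced CMV-GFP locus; compound incubation 30 h, 37 C.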
TRb-SRC2 inh: TRbeta-SRC2 interaction inhibition; 280,000 tested, 0.065% active; TRbeta-SRC2 peptide binding, fluorescence polarization; receptor liganded with 1 µM T3; Potency, µM (titrated, usually from 106 µM), for inactives: at the top dose activity change, negative = inhibition, usual class: inhibitors; AID 1469;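 note: potency is the fitted concentration of half-maximal effect; plate controls were bound peptide for no effect and peptide without receptor for full effect; nearly all actives have a fitted effect of over 50% in size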
Target sequence (P10828 whole entry, looked up): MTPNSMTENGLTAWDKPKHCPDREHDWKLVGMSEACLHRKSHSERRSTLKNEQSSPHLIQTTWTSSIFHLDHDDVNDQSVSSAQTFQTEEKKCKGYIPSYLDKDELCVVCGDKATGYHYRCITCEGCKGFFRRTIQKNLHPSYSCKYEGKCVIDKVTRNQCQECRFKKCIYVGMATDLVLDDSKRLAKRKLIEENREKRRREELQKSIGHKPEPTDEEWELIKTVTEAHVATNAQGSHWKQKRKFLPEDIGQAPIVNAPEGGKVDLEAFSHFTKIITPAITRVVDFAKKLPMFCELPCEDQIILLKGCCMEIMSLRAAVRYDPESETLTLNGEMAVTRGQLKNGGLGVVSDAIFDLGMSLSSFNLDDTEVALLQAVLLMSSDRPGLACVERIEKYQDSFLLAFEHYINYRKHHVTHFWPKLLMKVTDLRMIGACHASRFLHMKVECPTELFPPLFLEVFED
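A fluorescence polarization screen tested compounds at multiple concentrations against complex formation between 0.6 uM TRb ligand-binding domain and 20 nM Texas Red SRC2 peptide, with 1 uM T3 present; readout after 5 hr.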
Tau fluor cs: counter-screen for tau fibril formation inhibitors. tau K18 P301L Alexa594 fluorescence, heparin fibrillization. Potency, µM (titrated, usually from 57.7 µM), without a hit: top-dose activity change, negative = decrease. 280,000 tested, 0.93% active. AID 1463; note: potency is the fitted concentration of half-maximal effect; % is set by controls: 0 for no effect and ±100 for the full control effect; nearly all actives have a fitted effect of over 55% in size
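Human tau K18 P301L (15 uM unlabeled, 0.24 uM Alexa 594-labeled) in 100 mM sodium acetate pH 7 with 20 uM heparin, 6 hr at 37 C. ThT 30 uM added, 1 hr ambient; Alexa 594 FP and total fluorescence read at 555/632 nm.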
CBFb-RUNX1 inh: CBF-beta/RUNX1 interaction disruption. Q01196+Q13951. AlphaScreen CBFb-His/RUNX1-biotin binding, biochemical. Potency, µM (series often up to 59.8 µM), without a hit: top-dose activity, negative = inhibition, most hits filed as inhibitors. 230,000 tested, under 10 active. AID 1477; note: % of control where 0% means no effect
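CBFb-His/RUNX1-biotin, 30 nM each, preincubated 20 min RT; compound 15 min RT; Ni + streptavidin beads 50 ng each, 90 min RT; AlphaScreen read.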
Active calls of the source: *; [ ] = dose if it differs, or a comment. Unless noted, calls come from the whole dose curve; as a rule, active = well fitted curve in the direction sought with a large enough effect; inconclusive = small, poorly fitted or top-dose-only effect, or another doubt; inactive = no such curve, though single readings can be large; an effect the other way counts as inactive or inconclusive. The list is partial; the hit share may differ from the screen's.

Cc1nn(C(C)C)c(C)c1CN1CCCC(CCC(=O)NCc2ccccc2F)C1 (stereo not given) was read as TexasRed fluor -2%, Tau fibril FP -2%, NPSR antagonist -6%, GLA spleen mod -12%, Epigenetic reg -2.2%, TRb-SRC2 inh 0%, Tau fluor cs -1% and CBFb-RUNX1 inh -1%.
Screening O=C(O)C1CCCCC1C(=O)NCCc1ccc(Cl)cc1 (stereo not given) returned TexasRed fluor -4%, Tau fibril FP 2%, NPSR antagonist 6%[46.1 µM], GLA spleen mod 0%, Epigenetic reg -1.0%, TRb-SRC2 inh -7%, Tau fluor cs 4% and CBFb-RUNX1 inh -1%.
CCC(C(=O)Nc1ncn[nH]1)(C(F)(F)F)C(F)(F)F was read as TexasRed fluor -4%, Tau fibril FP -11%, NPSR antagonist -1%[46.1 µM], GLA spleen mod 2%, Epigenetic reg -1.0%, TRb-SRC2 inh -19%, Tau fluor cs -7% and CBFb-RUNX1 inh 9%.
`CCn1nnc(-c2ccccc2NS(=O)(=O)c2ccc(C(=O)OC)cc2)n1` gave TexasRed fluor 0%, Tau fibril FP -5%, NPSR antagonist -17%[46.1 µM], GLA spleen mod -17%, Epigenetic reg 1.0%, TRb-SRC2 inh -21%, Tau fluor cs -23% and CBFb-RUNX1 inh 3%.
For O=C(NCCc1ccc(F)cc1)c1ccc([N+](=O)[O-])cc1 the results were TexasRed fluor 0%, Tau fibril FP -3%, NPSR antagonist 7%, GLA spleen mod 7%, Epigenetic reg 18%, TRb-SRC2 inh -3%, Tau fluor cs 2% and CBFb-RUNX1 inh 1%.
CCN(CC)S(=O)(=O)c1ccc(C(=O)NC2CC(=O)N(c3ccc(OC)c(OC)c3)C2)cc1 (stereo not given) was read as TexasRed fluor -1%, Tau fibril FP -6%, Epigenetic reg 0.6%, TRb-SRC2 inh -5% and Tau fluor cs -15%.
For O=C1C=C(c2ccccc2)CC(c2cccs2)C1n1cnc([N+](=O)[O-])c1 (stereo not given) the results were TexasRed fluor -4%, Tau fibril FP -3%, NPSR antagonist -26%[46.1 µM], GLA spleen mod 1%, Epigenetic reg -1.3%, TRb-SRC2 inh -6%, Tau fluor cs -22% and CBFb-RUNX1 inh -12%.
Screening CCOC(=O)c1ccc(NC(=O)CN(C)S(=O)(=O)c2ccc(OC)cc2)cc1 returned TexasRed fluor 1%, Tau fibril FP 0%, NPSR antagonist 5%[46.1 µM], GLA spleen mod 7%, Epigenetic reg 0.0%, TRb-SRC2 inh -3%, Tau fluor cs -1% and CBFb-RUNX1 inh 7%.
Screening Fc1ccc(-c2nc3c(-c4ccc(F)cc4)cnn3cc2CCN2CCOCC2)cc1 returned TexasRed fluor 1%, Tau fibril FP 3%, NPSR antagonist 46%, GLA spleen mod -4%, Epigenetic reg 0.3%, TRb-SRC2 inh -9%, Tau fluor cs -9% and CBFb-RUNX1 inh 6%.
`CCn1c2ccccc2c2cc(NS(=O)(=O)c3ccccc3C)ccc21` gave TexasRed fluor -1%, Tau fibril FP 9%, NPSR antagonist -15%[46.1 µM], GLA spleen mod 2%, Epigenetic reg -0.5%, TRb-SRC2 inh -3%, Tau fluor cs inconclusive and CBFb-RUNX1 inh -11%.
For CC(=O)NC(Cc1ccccc1)C(=O)OCC(=O)c1ccc(Br)cc1 (stereo not given) the results were TexasRed fluor 2%, Tau fibril FP 2%, NPSR antagonist 10%, GLA spleen mod -7%, Epigenetic reg -0.9%, TRb-SRC2 inh -3%, Tau fluor cs -3% and CBFb-RUNX1 inh 0%.
CN(C)S(=O)(=O)c1cccc(NC(=O)CN2C(=O)NC(CCc3ccccc3)C2=O)c1 (stereo not given) was read as TexasRed fluor 1%, Tau fibril FP -3%, NPSR antagonist 1%, GLA spleen mod 3%, Epigenetic reg -1.6%, TRb-SRC2 inh -1%, Tau fluor cs -9% and CBFb-RUNX1 inh 8%.
N=c1c2c3c(sc2ncn1CCCN1CCOCC1)CCCCC3 was read as TexasRed fluor 2%, Tau fibril FP 2%, NPSR antagonist 1%[46.1 µM], GLA spleen mod 8%, Epigenetic reg -1.0%, TRb-SRC2 inh 2%, Tau fluor cs 2% and CBFb-RUNX1 inh 2%.
Screening CC(C)CC(c1nnnn1C1CCCC1)N1CCN(C(=O)c2ccco2)CC1 (stereo not given) returned TexasRed fluor 1%, Tau fibril FP 1%, NPSR antagonist -15%[46.1 µM], GLA spleen mod -7%, Epigenetic reg -1.0%, TRb-SRC2 inh -8%, Tau fluor cs -4% and CBFb-RUNX1 inh -1%.
For COC(=O)CCCCC1SCC2NC(=O)NC21O (stereo not given) the results were TexasRed fluor -1%, Tau fibril FP 5%, NPSR antagonist -3%[46.1 µM], GLA spleen mod 5%, Epigenetic reg -4.3%, TRb-SRC2 inh 10% and Tau fluor cs -9%.
Screening CC1CCN(S(=O)(=O)c2ccc3c(c2)N(CC(=O)NCCc2ccccc2)C(=O)CO3)CC1 returned TexasRed fluor 0%, Tau fibril FP 5%, Epigenetic reg -0.8%, TRb-SRC2 inh -7% and Tau fluor cs -20%.
`COC(=O)C(C(C)C)N1CCc2c(C)nc3c(C#N)cnn3c21` (stereo not given) gave TexasRed fluor -1%, Tau fibril FP 2%, NPSR antagonist -5%, GLA spleen mod 1%, Epigenetic reg 2.3%, TRb-SRC2 inh 1%, Tau fluor cs -3% and CBFb-RUNX1 inh 2%.
O=C1Cn2c(nc3ccccc32)N1c1ccccc1F was read as TexasRed fluor 3%, Tau fibril FP 1%, NPSR antagonist 2%[46.1 µM], GLA spleen mod -12%, Epigenetic reg -1.0%, TRb-SRC2 inh -1%, Tau fluor cs 4% and CBFb-RUNX1 inh -2%.
Screening ClC1(Cl)CC1Cn1c(C2CC2)nc2ccccc21 (stereo not given) returned TexasRed fluor -2%, Tau fibril FP 0%, NPSR antagonist 20%, GLA spleen mod -3%, Epigenetic reg 0.0%, TRb-SRC2 inh -4%, Tau fluor cs 13%[2.34 µM] and CBFb-RUNX1 inh -1%.
C[C@H](NC(=O)c1nc[nH]c1C(=O)NCc1ccc(CNC(=O)OC(C)(C)C)cc1)C(=O)OC(C)(C)C was read as TexasRed fluor -2%, Tau fibril FP inconclusive, NPSR antagonist inconclusive, GLA spleen mod -14%, Epigenetic reg 0.5%, TRb-SRC2 inh -11%, Tau fluor cs -27% and CBFb-RUNX1 inh 9%.
Cc1ccc(N2CCN(C(=O)C3CCC(CNS(=O)(=O)c4ccc(Br)s4)CC3)CC2C)cc1 (stereo not given) was read as TexasRed fluor 1%, Tau fibril FP 14%, Epigenetic reg 2.0%, TRb-SRC2 inh 2% and Tau fluor cs -6%.
For O=C1OCc2cc(NC(=O)C3CCCO3)ccc21 (stereo not given) the results were TexasRed fluor -3%, Tau fibril FP -9%, NPSR antagonist 6%[46.1 µM], GLA spleen mod -7%, Epigenetic reg -0.3%, TRb-SRC2 inh 3%, Tau fluor cs -3% and CBFb-RUNX1 inh 3%.
Screening CC(=O)Nc1ccc(NC(=O)CN2C(=O)CN(C)C(=O)c3ccccc32)cc1 returned TexasRed fluor -4%, Tau fibril FP -4%, Epigenetic reg -1.3%, TRb-SRC2 inh -2% and Tau fluor cs 2%.
O=C(N/N=C/c1cccc([N+](=O)[O-])c1)c1ccc(COc2ccccc2-c2ccccc2)cc1 was read as TexasRed fluor 4%, Tau fibril FP -7%, NPSR antagonist -22%, GLA spleen mod 2%, Epigenetic reg 0.0%, TRb-SRC2 inh -4%, Tau fluor cs inconclusive and CBFb-RUNX1 inh -15%.
For O=C(OCC(=O)N1CCCc2ccccc21)c1cccc(S(=O)(=O)N2CCc3ccccc32)c1 the results were TexasRed fluor -18%, Tau fibril FP -16%, NPSR antagonist -15%[46.1 µM], GLA spleen mod 5%, Epigenetic reg 1.0%, TRb-SRC2 inh -3%, Tau fluor cs -21% and CBFb-RUNX1 inh -3%.
O=C(COC(=O)c1ccc2[nH]c3c(c2c1)CCCC3)Nc1ccc(Cl)cc1Cl was read as TexasRed fluor 0%, Tau fibril FP 9%, NPSR antagonist -29%, GLA spleen mod 7%, Epigenetic reg -1.1%, TRb-SRC2 inh -19%, Tau fluor cs inconclusive and CBFb-RUNX1 inh -5%.
`COc1ccc(OC)c(CNC(=O)c2c3c(nc4ccccc24)C(=O)N(C2CCCCC2)C3)c1` gave TexasRed fluor 0%, Tau fibril FP 2%, Epigenetic reg 0.0%, TRb-SRC2 inh -1% and Tau fluor cs 6%.
`O=C(CCS(=O)(=O)c1ccc(Br)cc1)Nc1ccc(Cl)cc1F` gave TexasRed fluor 2%, Tau fibril FP 3%, NPSR antagonist -4%, GLA spleen mod 2%, Epigenetic reg -1.0%, TRb-SRC2 inh 2%, Tau fluor cs 6% and CBFb-RUNX1 inh 5%.
`COc1ccc2c3c(c(=O)oc2c1OCC(N)=O)CCCC3` gave TexasRed fluor -1%, Tau fibril FP -2%, NPSR antagonist -24%[46.1 µM], GLA spleen mod 0%, Epigenetic reg -1.1%, TRb-SRC2 inh -2%, Tau fluor cs -1% and CBFb-RUNX1 inh 2%.
For COc1ccc(CNC(=O)CS(=O)(=O)c2cccc3nsnc23)cc1 the results were TexasRed fluor -2%, Tau fibril FP 6%, Epigenetic reg 0.0%, TRb-SRC2 inh 2% and Tau fluor cs 2%.
For CN1CCCCC1=NCCCn1cnc2c1c(=O)n(C)c(=O)n2C the results were TexasRed fluor -3%, Tau fibril FP 2%, NPSR antagonist 7%[46.1 µM], GLA spleen mod -2%, Epigenetic reg 0.8%, TRb-SRC2 inh -4%, Tau fluor cs -1% and CBFb-RUNX1 inh 4%.
